# Screening results from PubChem BioAssay.
# TRHR agonist = activates the human TRH receptor. TRHR cells, calcium flux fluo-8, FDSS agonist mode. AID 493084. actives 0.18% (n = 360,000). P34981. activation, % at 2 µM; also: 0% is about no effect
# Target sequence (P34981 whole entry, looked up): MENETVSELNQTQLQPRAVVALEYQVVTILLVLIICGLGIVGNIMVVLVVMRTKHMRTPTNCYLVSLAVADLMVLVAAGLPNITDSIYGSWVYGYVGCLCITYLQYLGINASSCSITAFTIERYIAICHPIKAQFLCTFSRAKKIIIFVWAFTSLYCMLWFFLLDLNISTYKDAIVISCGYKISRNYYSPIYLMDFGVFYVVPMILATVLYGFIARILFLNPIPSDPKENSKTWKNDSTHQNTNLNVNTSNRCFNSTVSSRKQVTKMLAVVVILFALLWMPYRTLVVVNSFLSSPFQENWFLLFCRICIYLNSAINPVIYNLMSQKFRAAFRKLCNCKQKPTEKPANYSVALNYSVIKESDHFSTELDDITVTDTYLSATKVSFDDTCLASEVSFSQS
#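 Read-out: compound-evoked intracellular calcium rise in TRHR cells, fluo-8 dye, kinetic FDSS fluorescence at 1 s/cycle following a 10-cycle baseline. Cells cultured overnight before dye loading (30 min–1.5 h, RT).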
# D2 potentiator = positively modulates the human D2 dopamine receptor allosterically; HEK293 T-REx D2, calcium flux, EC20 dopamine potentiation; potentiation, % at 10 µM; actives 0.34% (n = 340,000);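 active = potentiation over 3 SD above the plate norm, cut at about 30% in these data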; also: 0% is about no effect
# Target sequence (P14416 whole entry, looked up): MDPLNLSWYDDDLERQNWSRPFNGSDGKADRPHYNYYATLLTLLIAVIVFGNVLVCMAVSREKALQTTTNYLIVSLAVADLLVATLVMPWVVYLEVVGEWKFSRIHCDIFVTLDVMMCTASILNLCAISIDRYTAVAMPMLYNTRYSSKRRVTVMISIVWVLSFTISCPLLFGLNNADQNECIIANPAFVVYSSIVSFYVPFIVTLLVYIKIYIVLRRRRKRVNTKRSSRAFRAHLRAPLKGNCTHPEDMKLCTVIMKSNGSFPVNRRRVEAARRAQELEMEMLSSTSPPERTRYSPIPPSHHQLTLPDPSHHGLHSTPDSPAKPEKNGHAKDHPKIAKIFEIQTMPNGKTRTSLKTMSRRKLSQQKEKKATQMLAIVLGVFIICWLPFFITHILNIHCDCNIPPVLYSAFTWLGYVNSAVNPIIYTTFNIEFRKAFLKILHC
#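 Primary screen. Calcium kinetics in induced HEK293 T-REx D2 cells: compound pre-addition 180 s, EC20 dopamine, 180 s more.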
# D2 antagonist = antagonists of human D2 dopamine receptor; P14416; actives 2% (n = 340,000); AID 485344; inhibition, % at 10 µM; HEK293 TREx D2 cells, calcium flux, dopamine EC80; in the data active = inhibition above about 30%; also: 0% is about no effect
#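 Calcium mobilization kinetics were recorded at 1 s intervals in tetracycline-induced HEK293 T-REx D2 cells, first for 180 s after compound addition and then 180 s after EC80 dopamine.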
# D2 ag = D2 dopamine receptor (human) agonism; P14416; HEK293 T-REx D2 cells, calcium flux agonist mode; activation, % at 2 µM; actives 0.53% (n = 340,000); AID 485358;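 active = activation over 3 SD above normal in the single-dose calcium agonist read, cut at about 30% in these data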; also: 0% is about no effect
#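 Calcium-flux readout, 1 cycle/sec over 180 s following compound pin transfer, in inducible HEK293 Trex D2 cells (force-coupled); dopamine controls included. Positive calcium responses during this window marked compounds as potential agonists.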
# D1 potentiator = human D1 dopamine receptor positive modulation. P21728. HEK293 TREx D1 cells, calcium flux, dopamine EC20 potentiation. potentiation, % at 10 µM. actives 0.036% (n = 360,000); in the data active = potentiation above about 30%; also: 0% is about no effect
# TRHR PAM = allosteric enhancers of human TRH receptor; P34981; TRHR cells, fluo-8 calcium fluorescence, EC20 TRH enhancement; enhancement, % at 2 µM; actives 0.66% (n = 360,000); in the data active = enhancement above about 30%; also: 0% is about no effect
#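 TRHR-expressing cells loaded with fluo-8 calcium dye were read kinetically (ex 480/em 530) during compound addition, then stimulated with an EC20 of TRH (10 nM final). Enhancement of the Gq-mediated intracellular calcium response was scored.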
# D1 agonist = activates the human D1 dopamine receptor; P21728; HEK293 T-REx D1 cells, calcium flux, agonist mode; activation, % at 2 µM; actives 1% (n = 360,000); also: 0% is about no effect
#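 Agonism was scored from calcium flux recorded over 180 s (1 read/s) after pintool compound addition, following a 10-cycle baseline. Cells were inducible force-coupled HEK293 TREx D1, plated overnight at 30 C and loaded with no-wash calcium dye.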
# RXFP1 antag = antagonists of human relaxin receptor RXFP1; Q9HBX9; HEK293-RXFP1, relaxin-stimulated cAMP HTRF, 30 min; active compounds read low; activity change, negative = inhibition, % at 57.5 µM; actives 0.59% (n = 350,000); AID 1259400;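 active = activity change of -60% or lower, but not beyond a set lower limit; inconclusive = change between -60% and -40%, or beyond the set limit; inactive = change above -40%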; also: % is scaled to controls: 0 for no effect and ±100 for the full control effect
# D1 antagonist = antagonists of human D1 dopamine receptor | AID 504652 | actives 3.2% (n = 360,000) | activity change, negative = inhibition, % at 10 µM | HEK293 TREx D1 cells, calcium flux, dopamine EC80; active compounds read low | P21728; in the data active = activity change below about -30%; also: % is scaled to controls: 0 for no effect and ±100 for the full control effect
#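 Tetracycline-induced HEK293 T-REx cells with force-coupled D1 receptor were loaded with a no-wash calcium dye. Compound was added after a 10 s baseline and read kinetically for 180 s; EC80 dopamine was then added and calcium flux followed another 180 s.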
# Numbers without * were called inactive; ? = inconclusive; nt = not tested or not shown; & = joins results of further samples. Rule as the data show it, unless noted: active = activation above about 30%; inactive = the rest.
no.	mol	D1 antagonist	D1 potentiator	TRHR PAM	RXFP1 antag	D2 potentiator	D1 agonist	D2 ag	D2 antagonist	TRHR agonist
1	CCOC(=O)c1c(S(=O)(=O)N2CCCC(C(=O)NCc3ccc(F)cc3)C2)c(C)n(CC)c1C (configuration not stated)	-4	-1	0	-6	-12	1	nt	nt	-0.5
2	COc1ccc(C(=O)NCC(c2ccco2)N2CCCC2)cc1S(=O)(=O)N1CCCCC1C (configuration not stated)	-9	1	-1	-4	-14	1	0.3	-10	0.1
3	COc1cccc(N(CC(=O)NCCN2CCOCC2)S(=O)(=O)c2ccccc2)c1	-2	-3	-2	-12	-6	2	-0.4	-5	0.1
4	CC1Cc2ccccc2N1S(=O)(=O)c1nnc(NC(=O)c2ccccc2Br)s1 (configuration not stated)	7	-4	-3	-27	-8	7	-0.6	nt	0.1
5	CCOc1ccc(CN2CCC(C(=O)Nc3cccc(-c4ccn[nH]4)c3)CC2)cc1Cl	-53*	-9	1	?	-17	17	3.8	-1	2.0
6	COCCCNC(=O)c1ccc2c(=O)n(Cc3ccccc3OC)c(=S)[nH]c2c1	6	-3	-6	1	-4	2	-0.1	-8	0.5
7	O=C(Nc1cc(F)ccc1F)C1CCN(c2nc3ccccc3n3cccc23)CC1	13	0	2	-22	6	11	-1.3	nt	0.1
8	COc1ccc(Cl)cc1NC(=O)c1cc(-c2ccc(C)cc2O)n[nH]1	25	0	-2	-10	-1	11	0.8	2	0.6
9	Nc1cc(=O)[nH]c(SCC(=O)Nc2cc(S(=O)(=O)N3CCOCC3)ccc2Cl)n1	-10	-6	11	11	11	4	-0.4	12	-0.6
10	CC(=O)Nc1ccc(/C(C)=N/NC(=O)c2ccccc2Cl)cc1	-6	-4	-16	nt	7	6	0.6	0	0.5
11	CC1CCN(C(=O)Cn2c(=O)n(CCCC(=O)NCc3ccco3)c(=O)c3sccc32)CC1	2	-2	-8	-6	12	2	0.3	-1	-0.8
12	CN(C)c1ccc(C(=S)N2CCOCC2)cc1	3	-5	-13	0	0	2	0.1	18	-0.4
13	CN(C)CCCNC(=S)N(Cc1cccs1)Cc1cc2cc3c(cc2[nH]c1=O)OCCO3	-1	-5	6	-63*	-12	2	0.4	2	3.5
14	COC(=O)c1ccc(C2C(C(=O)c3ccco3)=C(O)C(=O)N2c2cc(C)on2)cc1 (configuration not stated)	-14	0	3	1	-1	2	-1.3	-5	0.2
15	CC(C)(C)C(=O)N1CCN(CCN2C(=O)c3cccc4cccc(c34)C2=O)CC1	-30	-4	-1	2	15	2	-1.9	3	-0.4

# A different layout for part of the listing above.
3) COc1cccc(N(CC(=O)NCCN2CCOCC2)S(=O)(=O)c2ccccc2)c1
  D1 antagonist: -2 | D1 potentiator: -3 | TRHR PAM: -2 | RXFP1 antag: -12 | D2 potentiator: -6 | D1 agonist: 2 | D2 ag: -0.4 | D2 antagonist: -5 | TRHR agonist: 0.1
4) CC1Cc2ccccc2N1S(=O)(=O)c1nnc(NC(=O)c2ccccc2Br)s1 (configuration not stated)
  D1 antagonist: 7 | D1 potentiator: -4 | TRHR PAM: -3 | RXFP1 antag: -27 | D2 potentiator: -8 | D1 agonist: 7 | D2 ag: -0.6 | D2 antagonist: nt | TRHR agonist: 0.1
5) CCOc1ccc(CN2CCC(C(=O)Nc3cccc(-c4ccn[nH]4)c3)CC2)cc1Cl
  D1 antagonist: -53* | D1 potentiator: -9 | TRHR PAM: 1 | RXFP1 antag: ? | D2 potentiator: -17 | D1 agonist: 17 | D2 ag: 3.8 | D2 antagonist: -1 | TRHR agonist: 2.0
6) COCCCNC(=O)c1ccc2c(=O)n(Cc3ccccc3OC)c(=S)[nH]c2c1
  D1 antagonist: 6 | D1 potentiator: -3 | TRHR PAM: -6 | RXFP1 antag: 1 | D2 potentiator: -4 | D1 agonist: 2 | D2 ag: -0.1 | D2 antagonist: -8 | TRHR agonist: 0.5

# The list continues.
no.	mol	D1 antagonist	D1 potentiator	TRHR PAM	RXFP1 antag	D2 potentiator	D1 agonist	D2 ag	D2 antagonist	TRHR agonist
16	O=C(CSc1nnc(CCCOc2ccc(Cl)cc2Cl)o1)Nc1ccc(C(=O)O)cc1	-7	-1	2	-6	-1	0	-0.7	-10	-0.2
17	Cc1ccc(NC(=O)c2cccc(Oc3ccc([N+](=O)[O-])cc3)c2)c(C(=O)O)c1	-9	-9	0	-10	1	3	-0.7	2	-0.2
18	O=S(=O)(c1ccc(F)cc1)N1CCC(N2CCCC2)CC1	-19	-4	-1	4	2	1	0.2	-13	0.6
19	CCOc1ccc(S(=O)(=O)Nc2ccncc2)c(C)c1C	-7	-2	0	-1	-1	5	1.4	16	0.6
20	CC1C/C(=C/c2ccccn2)C(=O)/C(=C/c2ccccn2)C1 (configuration not stated)	-6	-6	-2	-75*	5	0	2.4	14	2.6
21	COC(=O)c1cc(S(=O)(=O)NCC2CCN(Cc3cccc(F)c3)CC2)c[nH]1	-7&31	9&-3	3&2	11	19&-4	3&3	0.1&-0.2	-31	0.7&0.2
22	CSC(SC)=C(C(C)=O)C(=O)c1ccc(C)cc1	-29	-4	-4	1	7	2	1.6	2	-0.5
23	O=C(NCCCc1ccccc1)c1ccc2c(c1)sc1nc(-c3ccc(F)cc3)cn12	-7	-1	-3	7	-4	1	-0.3	nt	0.2
24	O=C(NCCCN1CCCCCC1)C1CC(=O)N(CCc2ccccc2)C1 (configuration not stated)	7	-1	-2	-9	nt	2	nt	nt	0.2
25	Cc1ccc(-n2ncc3c(N4CCCCCC4)ncnc32)cc1C	4	0	-6	1	nt	-5	0.1	nt	-0.7
26	O=C(CCN1C(=O)c2ccccc2C1=O)NC(=S)Nc1ccccc1Cl	32	13	5	2	-1	5	-0.3	3	-1.3
27	CN(C)CCCNC(=O)c1cc(C(=O)Cc2ccccc2)c[nH]1	13	-5	34*	8	-4	1	0.2	-9	1.0
28	COc1cc(C(C)=O)ccc1OCC(O)CN1CCN(c2ccccc2)CC1 (configuration not stated)	5	-5	-3	-4	-27	1	85*	85*	0.6
29	CCOC(=O)c1c(NC(=O)CSc2cn(CCNC(=O)c3ccccc3F)c3ccccc23)sc2c1CCC2	7	-4	-4	nt	11	1	-0.2	nt	1.6
30	COC(=O)C1Cc2c([nH]c3ccccc23)CN1 (configuration not stated)	2	-9	-1	-4	6	1	0.3	3	-0.2

# Some of the entries so far, screen by screen.
[16] O=C(CSc1nnc(CCCOc2ccc(Cl)cc2Cl)o1)Nc1ccc(C(=O)O)cc1
[17] Cc1ccc(NC(=O)c2cccc(Oc3ccc([N+](=O)[O-])cc3)c2)c(C(=O)O)c1
[18] O=S(=O)(c1ccc(F)cc1)N1CCC(N2CCCC2)CC1
[19] CCOc1ccc(S(=O)(=O)Nc2ccncc2)c(C)c1C
[20] CC1C/C(=C/c2ccccn2)C(=O)/C(=C/c2ccccn2)C1 (configuration not stated)
entry no.	16	17	18	19	20
D1 antagonist	-7	-9	-19	-7	-6
D1 potentiator	-1	-9	-4	-2	-6
TRHR PAM	2	0	-1	0	-2
RXFP1 antag	-6	-10	4	-1	-75*
D2 potentiator	-1	1	2	-1	5
D1 agonist	0	3	1	5	0
D2 ag	-0.7	-0.7	0.2	1.4	2.4
D2 antagonist	-10	2	-13	16	14
TRHR agonist	-0.2	-0.2	0.6	0.6	2.6

# The results go on:
no.	mol	D1 antagonist	D1 potentiator	TRHR PAM	RXFP1 antag	D2 potentiator	D1 agonist	D2 ag	D2 antagonist	TRHR agonist
31	O=[N+]([O-])c1ccc(N2CCN(CCO)CC2)c2ncccc12	-12	3	1	0	-7	1	2.3	6	0.4
32	CCCC(=O)OCCNc1cc(SCCC(=O)OC)c2nonc2c1[N+](=O)[O-]	8	10	-4	-15	2	2	0.8	2	0.2
33	COc1ccc(/C=N/Nc2nnc(-c3ncc[nH]3)c3ccccc23)cc1	-7	-3	1	-7	-20	1	0.1	47*	0.1
34	O=C(COc1ccc(-c2ccccc2)cc1)NNC(=O)NC1CCCCC1	-18	-1	1	-33	7	0	-0.2	-4	-1.6
35	COc1cccc(C2CN(c3ccc(F)cc3F)N=C2c2cccs2)c1OC (configuration not stated)	-6	-8	4	nt	6	3	0.9	24	0.5
36	CCC(Oc1ccccc1)C(=O)Nc1nnc(S(=O)(=O)N(CC)CC)s1 (configuration not stated)	4	-5	-10	-11	4	-1	0.8	nt	0.1
37	CCCCN(C(=O)c1cccc(N2C(=O)c3ccccc3C2=O)c1)c1c(N)n(CC(C)C)c(=O)[nH]c1=O	2	0	-6	-2	-10	3	0.3	-10	0.8
38	CC(C)(C)c1[nH]ncc1[N+](=O)[O-]	-10	-2	8	-15	9	6	-1.6	-2	-0.9
39	Cc1csc(NC(=O)CSc2nncn2C)n1	-7	-3	-2	-18	nt	2	nt	nt	0.2
40	O=C(CCc1ccccc1)N(Cc1cccnc1)c1nc2ccc(F)cc2s1	nt	-1	5	-18	-1	10	1.2	nt	0.6
41	CCOC(=O)C1(Cc2cccc(OC)c2)CCCN(S(=O)(=O)c2cccnc2)C1 (configuration not stated)	-11	-7	5	9	6	0	0.2	1	-0.9
42	CC(C)=CCCC(C)CN(C)CCc1ccccn1 (configuration not stated)	-2	-3	0	12	-22	1	-0.7	-24	0.2
43	COc1cccc(-c2nc(SCC(=O)NCc3ccccc3)c3c(=O)n(C)c(=O)n(C)c3n2)c1	3	0	4	-5	9	2	2.2	nt	0.4
44	Cc1cc(C(C)(C)C)oc1C(=O)N(CC(=O)NC1CCCC1)c1ccc(F)cc1	13	-6	2	-14	-8	14	1.3	-11	5.8
45	COc1ccc(/C=C(\NC(=O)c2ccccc2)C(=O)N/N=C/c2sccc2C)cc1	3	-4	-1	-28	1	6	0.4	9	0.2

# (further entries)
no.	mol	D1 antagonist	D1 potentiator	TRHR PAM	RXFP1 antag	D2 potentiator	D1 agonist	D2 ag	D2 antagonist	TRHR agonist
46	CNc1cc(NS(=O)(=O)c2ccc(N)cc2)nc(NC)n1	-9	-6	9	nt	3	-1	-1.0	-17	0.2
47	COc1ccc(C(=O)c2c(-c3ccc(OC)cc3)oc3ccccc23)cc1	nt	-7	-4	nt	-5	6	1.4	-3	0.6
48	COc1ccc(OC)c(CCNC(=O)c2ccc(CS(=O)(=O)c3ccc(Br)cc3)o2)c1	13	-1	1	-12	12	9	0.4	-4	0.1
49	CN(CCc1nc2ccc(Cl)cc2[nH]1)Cc1nc(CC2CC2)no1	3	5	35*	3	2	0	0.1	0	-3.5
50	Cc1ccccc1OCC(O)Cn1c(=N)n(CCN2CCCCC2)c2ccccc21 (configuration not stated)	6	-5	15	-9	-21	22	-0.9	nt	1.0
51	C=CCC(C(=O)OC)(C(=O)OC)c1ccc([N+](=O)[O-])cc1[N+](=O)[O-]	12	-1	3	-2	-8	0	0.2	-1	-0.1
52	Cc1c(NC(=S)NC(=O)c2ccccc2Br)c(=O)n(-c2ccccc2)n1C	-3	-5	-1	0	2	1	-0.8	8	-1.3
53	O=C(CSc1nncs1)NCc1ccc(F)cc1	1	2	-1	0	-3	1	0.3	10	-0.4
54	Cc1ccc(NC(=O)Cn2c(O)c(N=NC(=O)c3cc4ccccc4cc3O)c3ccccc32)cc1	9	0	4	-6	-8	0	2.3	-5	0.4
55	Cc1ccc(OCC(=O)N/N=C\c2ccc(O)c([N+](=O)[O-])c2)c([N+](=O)[O-])c1	-7	-10	-1	2	-1	0	nt	nt	-0.6
